USP2a inh – qHTS Assay for Inhibitors of Ubiquitin-specific Protease USP2a Using CHOP2 as the Reporter; Ubiquitin carboxyl-terminal hydrolase 2 (Homo sapiens), O75604; USP2 core, Ub-CHOP2 coupled fluorogenic reporter, 485/531; Potency, µM (titrated, usually from 38.3 µM), without a hit: at the highest dose activity change, negative = inhibition, actives largely listed as inhibitors; actives 0.01% (n = 330,000);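 also: potency is read from the fitted curve at half-maximal effect; plate controls were DMSO wells for no effect and full inhibition by NEM control for full effect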
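Deubiquitinase activity read as fluorescence (485/531 nm) after Ub-CHOP2 cleavage activates the enterokinase reporter on its substrate; USP2 core 10nM, Ub-CHOP2 and substrate 25nM each, 30min compound preincubation then 60min RT; data normalized to NEM, curves fitted.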
TSG101-PTAP inh – qHTS Assay for Iinhibitors of HIV-1 Budding by Blocking the Interaction of PTAP/TSG101; Tumor susceptibility gene 101 protein (Homo sapiens), Q99816; Fluorescence polarization, FITC-PTAP peptide / Tsg101 binding; Potency, µM (top dose mostly 115 µM), for the others: at the highest dose activity change, negative = inhibition, actives largely listed as inhibitors; 340,000 tested, under 10 active; AID 493005, 2010; active = well fitted inhibition curve with a large enough effect in the main read-out, with a control signal flat, not every such curve was filed as active; inconclusive = small, poorly fitted or top-dose-only effect, or effect the other way, or a change in a side signal; inactive = no such curve, though single readings can be large or run the other way; also: potency is read from the fitted curve at half-maximal effect; % of control where 0% means no effect
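Tsg101 binding domain (10 uM final) was mixed with compound and a FITC-labeled PTAP peptide (50 nM final) in HEPES pH 7.5 buffer with NaCl, Tween 20, EDTA and TCEP; fluorescence polarization was read after 20 min at r.t.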
S-ASM inh – Inhibitors of Secretory Acid Sphingomyelinase (S-ASM): qHTS. Sphingomyelin phosphodiesterase (Homo sapiens), P17405. placental ASM, HMU-PC fluorogenic substrate, 60 min. Potency, µM (titrated, usually from 57.5 µM), without a hit: at the highest dose activity change, negative = inhibition, hits mostly inhibitors. actives 0.006% (n = 340,000). AID 504937, 2011; also: potency is read from the fitted curve at half-maximal effect
Target sequence (P17405 47-631 limits assumed): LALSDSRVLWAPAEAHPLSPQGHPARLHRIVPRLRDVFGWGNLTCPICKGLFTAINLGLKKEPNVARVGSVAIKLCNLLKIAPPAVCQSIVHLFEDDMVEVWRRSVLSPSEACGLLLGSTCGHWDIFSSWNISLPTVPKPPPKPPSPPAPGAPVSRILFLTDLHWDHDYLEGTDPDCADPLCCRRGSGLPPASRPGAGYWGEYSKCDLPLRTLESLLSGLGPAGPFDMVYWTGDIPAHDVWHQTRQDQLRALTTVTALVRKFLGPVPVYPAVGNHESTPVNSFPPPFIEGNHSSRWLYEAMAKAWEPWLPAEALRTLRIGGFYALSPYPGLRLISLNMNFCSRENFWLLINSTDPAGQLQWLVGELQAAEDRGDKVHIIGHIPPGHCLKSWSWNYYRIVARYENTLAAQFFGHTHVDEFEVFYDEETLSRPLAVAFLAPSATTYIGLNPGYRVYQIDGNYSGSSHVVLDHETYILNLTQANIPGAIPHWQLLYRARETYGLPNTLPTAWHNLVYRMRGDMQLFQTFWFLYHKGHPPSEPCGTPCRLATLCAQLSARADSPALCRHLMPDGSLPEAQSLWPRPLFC
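Fluorescence read-out (Ex 386 nm, Em 447 nm) after stopping the reaction at pH 10. Enzyme: ASM from human placenta; substrate HMU-PC0, 9 uM final; 60 min, 37 °C. Compound preincubation 10 min, ambient temperature.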
BRCA1 expr act – qHTS Assay to Identify Small Molecule Activators of BRCA1 Expression; MCF7-BRCA1-FFLuc reporter, luminescence, 48 h; response scale: scaled: vehicle 0%, 10 µM genistein 100%; Potency, µM (series often up to 46.1 µM), for inactives: at the highest dose activation, usual class: activators; actives 1.1% (n = 380,000); AID 624202, 2012; also: potency is read from the fitted curve at half-maximal effect; nearly all actives have a fitted effect of over 80% in size; some results filed as inactive show a strong effect at the top dose
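Using MCF7 cells harboring a BRCA1 firefly luciferase reporter, plated 2 h before compound pinning, the screen measured luminescence after 48 h incubation. Responses were normalized to DMSO and 10 microM genistein, then fitted for concentration-effect.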
p53 reactivator – qHTS assay for re-activators of p53 using a Luc reporter; actives 0.063% (n = 320,000); H1299 p53-A138V BP100-luciferase reporter, luminescence, 24 h; Potency, µM (highest dose often 92.2 µM), for inactives: top-dose activity change, positive = activation, usual class: activators; also: potency is read from the fitted curve at half-maximal effect; % of control where 0% means no effect; nearly all actives have a fitted effect of over 45% in size
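p53-null H1299 cells stably carrying temperature-sensitive p53-A138V and a BP100-luciferase reporter were pinned with compounds (4-point, 1:5 series) and held 24 hrs at 37 deg C. Luminescence was read 10 min after detection reagent.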
TRPV1 agonist – HTS Assay for Compounds that Act as Agonists of the Vanilloid Receptor 1; Transient receptor potential cation channel subfamily V member 1 (Homo sapiens), Q8NER1; TRPV1-expressing cells, Fluo-8 calcium influx, agonist mode; activation, % at 8.33 µM; actives 0.19% (n = 320,000); in the data active = activation above about 80%; inconclusive = between about 30% and that limit; also: 0% is about no effect
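TRPV1-expressing cells were cultured overnight at 35.5C and loaded with Fluo-8 calcium dye for 40 to 90 min at room temperature. After a 10 s baseline, compound was added and calcium influx was read kinetically for 3 min (ex 480/em 520 nm).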
uPA surface inh – qHTS for Inhibitors of Cell Surface uPA Generation. actives 0.31% (n = 330,000). cell surface uPA generation assay, qHTS. Potency, µM (titrated, usually from 38.3 µM), inactives show at the highest dose activity change, negative = inhibition, most hits filed as inhibitors; active = well fitted inhibition curve with a large enough effect; inconclusive = small, poorly fitted or top-dose-only effect; inactive = no such curve, though single readings can be large or run the other way; tested in mouse RAW 264.7 cells; also: potency is read from the fitted curve at half-maximal effect; % is scaled to controls: 0 for no effect and ±100 for the full control effect; nearly all actives have a fitted effect of over 55% in size
B2AR arrestin – qHTS assay of beta-arrestin-biased ligands of beta2-adrenergic receptor | actives 0.02% (n = 330,000) | Beta-2 adrenergic receptor (Homo sapiens), P07550 | beta-arrestin recruitment to beta2AR, cell-based reporter | Potency, µM (top dose mostly 46.1 µM), without a hit: top-dose activation, most hits filed as activators;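 also: potency is read from the fitted curve at half-maximal effect; 0% = DMSO controls and full agonism = EC100 isoproterenol or metaproterenol; nearly all actives have a fitted effect of over 65% in size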
ELG1 genotox – qHTS screen for small molecules that induce genotoxicity in human embryonic kidney (HEK293T) cells expressing luciferase-tagged ELG1; HEK293T ELG1-luciferase reporter, luminescence, 16 h; Potency, µM (highest dose often 46 µM), for the others: at the top dose activity change, positive = activation, actives largely listed as activators; actives 1.3% (n = 330,000); AID 504466, 2011; also: potency is read from the fitted curve at half-maximal effect; % of control where 0% means no effect; nearly all actives have a fitted effect of over 60% in size
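16 hr compound incubation (37 °C, 5% CO2) of HEK293T cells carrying luciferase-tagged ELG1; luciferase then measured by ONE-Glo luminescence after 30 min at RT.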
Eya2 inh – qHTS Assay for Inhibitors of the Phosphatase Activity of Eya2; Protein phosphatase EYA2 (Homo sapiens), O00167; recombinant Eya2, OMFP fluorescence dephosphorylation (OMFP is methylfluorescein phosphate); Potency, µM (top dose mostly 76.9 µM), for the others: at the top dose activity, negative = inhibition, hits mostly inhibitors; actives 0.006% (n = 330,000); AID 488837, 2010; also: potency is read from the fitted curve at half-maximal effect; % is scaled to controls: 0 for no effect and ±100 for the full control effect
Target sequence (O00167 whole entry, looked up): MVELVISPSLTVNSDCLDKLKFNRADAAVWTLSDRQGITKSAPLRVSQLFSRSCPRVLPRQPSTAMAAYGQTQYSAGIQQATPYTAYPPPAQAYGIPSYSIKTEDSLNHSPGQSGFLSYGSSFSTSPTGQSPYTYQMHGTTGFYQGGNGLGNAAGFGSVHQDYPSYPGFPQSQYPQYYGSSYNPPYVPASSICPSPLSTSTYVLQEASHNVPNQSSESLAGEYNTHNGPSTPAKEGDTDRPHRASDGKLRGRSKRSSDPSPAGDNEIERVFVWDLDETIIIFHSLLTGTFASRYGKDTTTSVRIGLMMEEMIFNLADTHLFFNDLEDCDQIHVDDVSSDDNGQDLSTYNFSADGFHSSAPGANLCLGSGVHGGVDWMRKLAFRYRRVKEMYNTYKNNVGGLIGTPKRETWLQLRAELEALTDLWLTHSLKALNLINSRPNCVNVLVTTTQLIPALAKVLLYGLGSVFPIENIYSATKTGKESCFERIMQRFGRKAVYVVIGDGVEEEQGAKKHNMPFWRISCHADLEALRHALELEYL
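Eya2 (0.2 uM) preincubated 10 min at ambient with compound, then OMFP substrate added at 50 uM; 10 min reaction in 50 mM HEPES pH 7.5, 50 mM NaCl, 5 uM MgCl2, 0.05% BSA, 1 mM DTT. Fluorescence read at Ex 485/Em 525 nm.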
a7 integrin act – qHTS for Activators of Integrin-Mediated Alleviation for Muscular Dystrophy. Potency, µM (series often up to 38.3 µM), without a hit: at the top dose activation, hits mostly activators. alpha7betagal myoblasts, beta-gal FDG fluorescence, 48 h. actives 0.064% (n = 350,000);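 also: potency is read from the fitted curve at half-maximal effect; 100% = response of the positive control SU9516; nearly all actives have a fitted effect of over 60% in size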
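Alpha7betagal+/- myoblasts (passage 13) were plated 16-24 hr, then exposed to compounds (1:260 dilution of DMSO stock) for 48 hours at 37C. After MPER lysis, β-galactosidase reporter activity was read as FDG fluorescence (ex 480/em 540) after 30 minutes.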
Starred values were filed as active, the others as inactive; ? = inconclusive; · = no result given; [ ] = dose if it differs, or a comment. Unless noted, calls follow the shape of the dose curve; as a rule, active = well fitted curve in the direction sought with a large enough effect; inconclusive = small, poorly fitted or top-dose-only effect, or another doubt; inactive = no such curve, though single readings can be large; an effect the other way counts as inactive or inconclusive.

The line under a structure holds: USP2a inh	S-ASM inh	TRPV1 agonist	Eya2 inh	ELG1 genotox	a7 integrin act	uPA surface inh	p53 reactivator	TSG101-PTAP inh	B2AR arrestin	BRCA1 expr act
CC(C)C(NC(=O)c1ccco1)C(=O)NC1CCCCCC1 (centres undefined)
  1%	5%	1	0%	-2%	20%	8%	-7%	0%	-1.1%	0%
Cc1ccc(NC(=O)Cn2nc(-c3ccccc3)nc2-c2ccccc2)c(C)c1
  -2%	1%	8	-9%	?	-6%	2%	-10%	0%	-0.7%	-57%
Cc1ccc(S(=O)(=O)N2CCOCC2)cc1C(=O)OCC(=O)NCc1ccccc1
  2%	3%	6	-9%	-6%	-6%	0%	-2%	4%	0.1%	-12%
Cc1cccn2c(CNCCCn3ncc4ccccc43)c(C(=O)N3CCCCC3)nc12
  0%	-1%	3	2%	-2%	25%	4%	-1%	0%	0.2%	-14%
CC(OC(=O)C1CC(O)CN1S(=O)(=O)c1ccccc1[N+](=O)[O-])C(=O)N1CCCCC1 (centres undefined)
  2%	4%	-3	3%	0%	-8%	3%	27%	0%	-0.6%	14%
Cc1nc(N)sc1-c1csc(Nc2cccc(O)c2)n1
  -1%	-1%	6	5%	?	-3%	4%	·	0%	-1.5%	-12%
c1ccc(Oc2cc(-c3ccccc3)ncn2)cc1
  -1%	0%	22	-15%	?	21%	-4%	4%	0%	-0.3%	11µM*
Cc1cc(C)n(CCSCC(=O)O)n1
  0%	3%	-1	7%	2%	22%	2%	2%	-2%	-0.5%	15%
CCOC(=O)c1cc2sc(C)cc2n1CC(=O)N1CCN(C(=O)c2ccco2)CC1
  2%	-1%	2	-2%	1%	1%	4%	-7%	-7%	0.2%	-14%
CC(C)c1ccccc1NC(=S)NC1CCCCC1
  2%	1%	27	7%	-8%	-10%	0%	21%	0%	-0.4%	-3%

Continued, starting with the last two of the part before.
The line under a structure holds: USP2a inh	S-ASM inh	TRPV1 agonist	Eya2 inh	ELG1 genotox	a7 integrin act	uPA surface inh	p53 reactivator	TSG101-PTAP inh	B2AR arrestin	BRCA1 expr act
CCOC(=O)c1cc2sc(C)cc2n1CC(=O)N1CCN(C(=O)c2ccco2)CC1
  2%	-1%	2	-2%	1%	1%	4%	-7%	-7%	0.2%	-14%
CC(C)c1ccccc1NC(=S)NC1CCCCC1
  2%	1%	27	7%	-8%	-10%	0%	21%	0%	-0.4%	-3%
CC1=C(C(=O)Nc2ccc(C)cc2C)C(c2ccc(C)o2)NC(=S)N1 (centres undefined)
  3%	3%	2	-4%	-2%	6%	-2%	0%	-1%	-0.4%	1%
O=c1cc(NCc2ccccc2)nc2n1CCCS2
  0%	-3%	-3	9%	-1%	-6%	0%	-7%	-1%	-0.2%	-4%
C[C@@H]1C=C(C(=O)NCc2nc3ccccc3[nH]2)O[C@H](OCCCCO)C1
  ·	11%	·	·	·	30%	-6%	·	-4%	·	3%
Cc1ccc(NC(=O)c2cccc(Cl)c2)nc1
  4%	1%	0	-6%	26%	2%	3%	9%	-9%	0.2%	?
COc1ccc(-c2[nH]ncc2CN(C)CCN2CCOCC2)cc1F
  -1%	11%	-1	2%	4%	7%	-1%	-2%	-1%	-0.5%	5%
COc1ccc(NC(=O)c2cccc(N3C(=O)C4CCC(C)CC4C3=O)c2)c(OC)c1 (centres undefined)
  0%	1%	7	-16%	-1%	9%	0%	4%	-2%	0.3%	-2%
N#C/C(=C\c1cn(Cc2ccc(C#N)cc2)c2ccccc12)C(=O)NCc1cccs1
  3%	15%	-5	-2%	1%	23%	3%	5%	0%	0.0%	-11%
Cc1cc(C)c(S(=O)(=O)N2CCCC2=O)c(C)c1N(C)S(C)(=O)=O
  3%	-5%	1	-1%	0%	5%	-15%	5%	-5%	0.5%	-4%
O=C(Nc1ccon1)Nc1ccc(F)cc1F
  4%	0%	4	1%	-8%	-15%	-4%	-9%	-11%	0.2%	26%
CCOC(=O)N1CCN(C(=O)CCC2CCCC2)CC1
  -3%	0%	2	-1%	4%	-30%	-2%	1%	-10%	-0.2%	-69%

Only p53 reactivator and B2AR arrestin (four entries from above):
compound,p53 reactivator,B2AR arrestin
COc1ccc(NC(=O)c2cccc(N3C(=O)C4CCC(C)CC4C3=O)c2)c(OC)c1 (centres undefined),4%,0.3%
N#C/C(=C\c1cn(Cc2ccc(C#N)cc2)c2ccccc12)C(=O)NCc1cccs1,5%,0.0%
Cc1cc(C)c(S(=O)(=O)N2CCCC2=O)c(C)c1N(C)S(C)(=O)=O,5%,0.5%
O=C(Nc1ccon1)Nc1ccc(F)cc1F,-9%,0.2%

Next structures follow:
The line under a structure holds: USP2a inh	S-ASM inh	TRPV1 agonist	Eya2 inh	ELG1 genotox	a7 integrin act	uPA surface inh	p53 reactivator	TSG101-PTAP inh	B2AR arrestin	BRCA1 expr act
COCCn1c(C)cc2c(c1=O)C(c1ccco1)C(C#N)=C(N)O2 (centres undefined)
  -1%	30%[activator]	-5	31%	-3%	-12%	·	-2%	-5%	-0.4%	-5%
O=C(COC(=O)Cn1nnc2ccccc21)NC1CCCC1
  3%	-1%	3	8%	-6%	?	11%	-6%	0%	0.3%	0%
S=C(NCCNC(=S)Nc1ccccc1)Nc1ccccc1
  1%	3%	6	3%	-6%	-3%	0%	·	1%	0.5%	-15%
O=C1OCCN1C(=O)[C@H]1[C@H](c2ccc(F)cc2)C(c2ccccc2)=NN1c1ccccc1
  3%	279%[activator]	·	7%	0%	4%	-9%	6%	9%	2.9%	-18%
CCOc1ccc2oc(C(=O)NC3CCN(Cc4ccccc4)CC3)c(C)c2c1
  0%	-6%	5	1%	-14%	-14%	-10%	-5%	-1%	0.3%	-34%
Cc1nn(-c2ccccc2)c(C)c1[N+](=O)[O-]
  2%	1%	0	1%	10%	18%	-1%	-1%	2%	0.2%	19%
COc1ccc(C(=O)O)cc1S(=O)(=O)NCc1cccnc1
  -4%	3%	-6	3%	0%	3%	-6%	1%	-4%	-0.2%	4%
O=C(O)c1ccc(NS(=O)(=O)c2cccc(C(=O)Nc3ccccc3[N+](=O)[O-])c2)cc1
  1%	10%	-3	6%	1%	-4%	3%	4%	-5%	-0.4%	-4%
CCCCCCCCCCCCN1[C@@H](CC(=O)OC)c2cc(C(F)(F)F)ccc2S1(=O)=O
  ·	-2%	·	·	·	13%	-2%	·	-2%	·	0%
COCC(C)NC(=O)CSc1nc(-c2ccccc2)c(-c2ccccc2)o1 (centres undefined)
  2%	-2%	26	-18%	-5%	-19%	5%	-1%	-3%	0.1%	3%
COc1ccc(S(=O)(=O)N2CCCC(C(=O)Nc3cccnc3)C2)cc1Cl (centres undefined)
  -1%	0%	25	3%	-8%	-52%[inhibitor]	-9%	2%	-2%	2.5%	-55%
CC(=O)c1ccc(N(CC(=O)NCCc2ccccc2)C(=O)c2csnn2)cc1
  1%	4%	-3	-7%	21%	8%	-1%	24%	5%	-0.2%	0%
Cc1ccc(NC(=O)CSCC(=O)Nc2ccccc2C(=O)N2CCCCC2)cc1
  -1%	5%	-1	-28%	-2%	-11%	-2%	8%	-5%	-0.5%	-25%
COc1cc(OC)c(C#N)c(S(=O)(=O)Cc2ccccc2)c1
  0%	-4%	5	0%	-1%	26%	-3%	-3%	-5%	0.2%	-23%
O=C(CSc1n[nH]c(-c2ccncc2)n1)NCCc1ccccc1
  4%	1%	0	1%	-11%	7%	3%	-4%	-4%	-0.1%	-1%
Cc1cc(C)c(S(=O)(=O)N2CCOC2CNC(=O)C(=O)NCCc2ccc(S(N)(=O)=O)cc2)c(C)c1 (centres undefined)
  2%	3%	-1	-16%	-1%	12%	-2%	·	1%	-1.0%	4%

Screening results from PubChem BioAssay.
